# Assay outcomes deposited in PubChem by NCI.
# All columns: NCI-60 one-dose screen, growth in % after 48 h at 10 µM unless noted; 100 = growth as untreated, 0 = no growth, -100 = all killed.
# OVCAR-3: OVCAR-3 ovarian cancer. 7% of 79,000 active. AID 1794787
# OVCAR-5: OVCAR-5 ovarian cancer | 2.9% of 82,000 active | AID 1794783
# OVCAR-4: OVCAR-4 ovarian cancer cells; 3.7% of 80,000 active
# OVCAR-8: OVCAR-8 ovarian cancer. 4.4% of 81,000 active
# IGROV1: IGROV1 ovarian cancer. 4.7% of 79,000 active. AID 1794786
# SK-OV-3: SK-OV-3 ovarian cancer cells | 3.2% of 80,000 active | AID 1794785
# NCI/ADR-RES: NCI/ADR-RES ovarian cells. 4.4% of 81,000 active
# DU-145: DU-145 prostate cancer; 4.2% of 81,000 active; AID 1794760
# An asterisk follows results filed as active; . = no result given; & = joins results of further samples; ! = repeats disagree. The calls were made as follows: active = growth percent below 10; inactive = the rest.
entry	SMILES	OVCAR-3	OVCAR-5	OVCAR-4	OVCAR-8
1	CCOC(=O)c1nn(-c2ccc(C)cc2)c(=O)c2c(N)c(C#N)c(-c3ccccc3)cc12	96	100	89	98
2	CCOC(=O)CC(C)(C)C1CC1	110	107	106	47
3	COc1ccc(-c2nn3c(=O)c(C#N)c(-c4cn(-c5cccc(Cl)c5)nc4-c4ccc(OC)cc4)c(C#N)c3[nH]2)cc1	98	97	101	61
4	COC(=O)CC[C@@H]1O[C@@H](c2ccc(F)cc2)C[C@H]1O	109	100	100	107
5	CSc1ccc(Br)cc1	107	91	106	109
6	CCCN(CC)CCNc1cc(OC)cc2cccnc12	81	94	114	75
7	COC(=O)C(c1ccccc1)C(Br)C(=O)c1ccccc1 (stereo not drawn)	116	123	106	101
8	CC(N=C1Nc2ccc(Br)cc2S(=O)(=O)N1)c1ccccc1 (stereo not drawn)	110	102	92	97
9	O=C(/C=C/c1cn(-c2ccccc2)nc1-c1ccccc1)NNC(=O)c1ccc(Cl)cc1Cl	41	103	12	64
10	CCOC(=O)NCCc1ccccc1	116	112	121	108
11	NC(=S)Nc1ccc(Br)cc1	108	100	87	93
12	SCc1ccc(Cl)cc1Cl	105	86	96	98

entry	IGROV1	SK-OV-3	NCI/ADR-RES	DU-145
1	99	.	96	102
2	118	95	107	113
3	90	87	86	80
4	99	97	100	104
5	113	106	103	104
6	102	94	91	92
7	97	90	106	106
8	100	107	105	106
9	78	100	58	91
10	85	106	.	118
11	105	95	102	99
12	102	104	94	.

# Going on with the list:
entry	SMILES	OVCAR-3	OVCAR-5	OVCAR-4	OVCAR-8
13	Cn1cccc1C(=O)c1n[nH]n2c1nc(=O)c1sc3c(c12)CCCC3	101	107	98	102
14	O=C(O)Cc1ccccc1[N+](=O)[O-]	123	91	99	96
15	CCC(CC)C(=O)OC(C)COc1ccccc1 (stereo not drawn)	117	106	112	102
16	CCCCC(CCc1ccccc1[N+](=O)[O-])(C(C)=O)C(=O)OCC (stereo not drawn)	89	107	88	101
17	COC(=O)c1ccc([N+](=O)[O-])cc1I	104	96	109	105
18	COc1ccc(/C=C2\SC(=Nc3cc(C)on3)NC2=O)cc1	116	98	109	102
19	Cc1ccc(Cl)c(S(N)(=O)=O)c1	.	100	.	100
20	C=C1C(=O)O[C@H]2[C@H]1CC/C(Cn1cc(CNC(=O)Cc3c[nH]c4ccccc34)nn1)=C\CC[C@@]1(C)O[C@@H]21	90	110	105	98
21	COC(=O)C1=C(C(=O)c2ccccc2)C2(C(=O)Nc3ccccc32)C(C#N)=C(N)O1 (stereo not drawn)	130	110	117	103
22	C=C1C(=O)O[C@H]2[C@H]1CC/C(COC(=O)NCc1cn(C)c3ccccc13)=C\CC[C@@]1(C)O[C@@H]21	-81*	23	12	4.6*
23	COc1ccc(/C=C2\C(=O)N(c3nc(-c4c(O)cc(C)oc4=O)cs3)N=C2C)cc1OC	109	99	97	97
24	CN1CCC(=C(c2ccc(Cl)cc2)c2ccccn2)CC1	107	13	101	96

entry	IGROV1	SK-OV-3	NCI/ADR-RES	DU-145
13	97	91	105	104
14	107	101	102	110
15	108	105	108	108
16	97	97	100	100
17	101	87	113	105
18	99	113	99	109
19	236	106	107	116
20	108	99	103	102
21	111	104	103	114
22	0.6*	60	19	-43*
23	111	112	99	101
24	94	110	91	113

# Continued:
entry	SMILES	OVCAR-3	OVCAR-5	OVCAR-4	OVCAR-8
25	C=C1CC[C@H]2[C@@](C)(CCC3OC(c4ccc(OCc5cn(C6OC(COC(C)=O)C(OC(C)=O)C(OC(C)=O)C6OC(C)=O)nn5)cc4)OC[C@]32C)[C@@H]1/C=C/C1=CCOC1=O (stereo partly drawn)	112	106	112	109
26	CSc1nc(O)c(Nc2ccccc2)c(=O)[nH]1	117	105	114	104
27	O=C(O)/C=C\C(=O)Nc1cccc2c1-c1ccccc1C2	101	98	103	107
28	COc1ccc(OC(=O)c2ccc(Cl)cc2)cc1	99	113	102	100
29	O=C(Cc1ccccc1)NNc1nc(Cl)nc(N2CCN(C(c3ccccc3)c3ccccc3)CC2)n1	101	95	106	92
30	C=C(C)[C@@H]1CCC2=C[C@H](C/C(C)=C/C3=CC(C(=O)OC)=C(C1)O3)OC2=O	110	94	102	107
31	CN1C(=O)CSc2ccc3nsnc3c21	100	92	94	95
32	O=C(Nc1ccc(NC(=O)c2ccncc2)cc1)c1ccncc1	98	102	92	102
33	O=c1c2cc(F)ccc2nc(SCc2ccccc2F)n1-c1ccccc1	86	109	63	51
34	COc1cccc(/C=C2\Cc3c(Br)cccc3C2=O)c1OC	93	85	88	98
35	CC(C)Cc1cccc2c1CCCC2	109	113	111	101
36	CCCC/C=C(\C)C(C)(C#N)C(=O)OCC (stereo not drawn)	116	109	95	98

entry	IGROV1	SK-OV-3	NCI/ADR-RES	DU-145
25	102	109	101	112
26	118	.	113	112
27	102	100	104	103
28	103	115	110	97
29	65	105	102	110
30	103	106	107	107
31	75	89	97	114
32	85	100	110	111
33	88	80	76	87
34	86	87	88	101
35	113	108	115	109
36	105	102	112	119

# Random excerpt: 3 compounds from above.
entry	SMILES	OVCAR-3	OVCAR-5	OVCAR-4	OVCAR-8
28	COc1ccc(OC(=O)c2ccc(Cl)cc2)cc1	99	113	102	100
35	CC(C)Cc1cccc2c1CCCC2	109	113	111	101
27	O=C(O)/C=C\C(=O)Nc1cccc2c1-c1ccccc1C2	101	98	103	107

entry	IGROV1	SK-OV-3	NCI/ADR-RES	DU-145
28	103	115	110	97
35	113	108	115	109
27	102	100	104	103

# Later entries.
entry	SMILES	OVCAR-3	OVCAR-5	OVCAR-4	OVCAR-8
37	COc1cnc(NC(=O)c2ccc(Cl)cc2)s1	89	75	83	97
38	CCOC(=O)c1ccc(-c2ccc(-c3cc(-c4cc(OC)c(OC)c(OC)c4)c(C#N)c(=O)[nH]3)c(C)n2)cc1	84	75	76	67
39	O=C(O)CCCc1ccc(C2CCCC2)c2ccccc12	113	99	104	98
40	O=C(N/N=C/c1ccc(N2CCOCC2)cc1)c1cnc2n(c1=O)CCCCC2	118	108	112	107
41	COc1cc(/C=C/C(=O)N2CCC=CC2=O)cc(OC)c1OC	19	87	49	4.1*
42	Nc1ccccc1-c1cc2c(c3c1[nH]c1ccccc13)CCCC2	93	100	87	.
43	CC1=CC(=O)CC(C)C1 (stereo not drawn)	101&109	106&113	116&110	109&92
44	CCCCCCCCO/N=C\c1c2c(O)c3c(O)c(C)c4c(c3c1O)C(=O)C(C)(O/C=C\C(OC)C(C)C(OC(C)=O)C(C)C(O)C(C)C(O)C(C)/C=C\C=C(\C)C(=O)N2)O4 (stereo not drawn)	22	49	29	24
45	COc1ccc(Cl)cc1-n1nnc(-c2nc3ccccc3[nH]2)c1N	87	96	-80*	82
46	c1cc2c(cc1CC1CO1)OCO2 (stereo not drawn)	114	98	102	106
47	COc1ccc(NC(=O)c2ccc(Nc3ncnc4sc5c(c34)CCCC5)cc2)cc1	90	104	71	77
48	CCN1CCN(CC(=O)Nc2ccc(-c3cn4c(n3)sc3cc(Oc5ccnc(C(=O)NC)c5)ccc34)cc2)CC1	89	91	87	92

entry	IGROV1	SK-OV-3	NCI/ADR-RES	DU-145
37	89	115	70	98
38	75	102	102	81
39	103	102	106	110
40	104	112	107	109
41	31	105	67	44
42	73	118	86	97
43	105&114	113&101	107&105	103&109
44	23	31	32	33
45	86	63	92	93
46	107	105	106	109
47	123	83	83	89
48	85	45	89	105

# The results go on:
entry	SMILES	OVCAR-3	OVCAR-5	OVCAR-4	OVCAR-8
49	COc1ccccc1C(C[N+](=O)[O-])c1c(C)[nH]c2ccccc12 (stereo not drawn)	108	90	104	92
50	CC(=O)c1ccc(NC(=O)NCn2c(=O)[nH]c3ccccc3c2=O)cc1	131	107	107	101
51	CCOC(=O)N(O)c1ccc(/C=C/c2ccccc2)cc1	28&34	3.8*!	44&56	37&77
52	Cc1oc(-c2ccccc2)nc1CN[C@@H]1C[C@@H]2C[C@H]([C@H]1C)C2(C)C	84	31	75	83
53	CC(=O)c1ccc(N=C2N=c3ccccc3=C/C2=C\c2c(O)[nH]c(=S)[nH]c2=O)cc1	102	107	98	90
54	NC(=O)c1c(NC(=O)c2cc(Cl)c[nH]c2=O)sc2c1CCC(=O)C2	58	97	74	68
55	Oc1ccc(N=Nc2ccccn2)c(O)c1	33	54	30	18
56	CNc1ncn(-c2c(C)cccc2C)c(=O)n1	111	98	83	98
57	CCOc1ccccc1I	128	93	98	106
58	COC(=O)CC[C@@H]1O[C@@H](c2cccc(C(F)(F)F)c2)[C@@H](I)[C@H]1O	99	102	110	101
59	Cc1ccc(N(CSc2ccc(Cl)cc2)CSc2ccc(Cl)cc2)cc1	48	79	85	67
60	CC1(C)N=C(N)NC(=NCCCOc2ccc([N+](=O)[O-])cc2)N1	120	106	.	96

entry	IGROV1	SK-OV-3	NCI/ADR-RES	DU-145
49	94	128	92	107
50	104	95	107	104
51	1.5*	93&94	63&75	61&66
52	38	73	-38*	65
53	88	.	98	107
54	101	112	106	110
55	20	25	15	25
56	105	107	105	106
57	116	106	98	116
58	108	97	99	106
59	-10*	.	31	45
60	98	105	107	121

# The list continues:
entry	SMILES	OVCAR-3	OVCAR-5	OVCAR-4	OVCAR-8
61	CC(=O)OC1CCCC(CN)C1C (stereo not drawn)	101	95	115	103
62	O=C(c1ccccc1)c1ccc(-c2ccccc2)cc1	128	104	103	100
63	COc1ccc(CCNC(=S)NN)cc1OC	108	104	99	103
64	COC(OC)C1=C(C)OC(N)=C(C#N)C12C(=O)Nc1ccccc12 (stereo not drawn)	101	112	101	92
65	COc1ccc2c(C)c(-c3ccc(Cl)cc3)c(=O)oc2c1	84	73	72	.
66	O=C(OCCO)N1CCN(CCO)CC1	107	107	103	100
67	COc1cc(/C=C/C(=O)c2cc(NC(=O)c3ccc4cc(-c5cc(OC)c(OC)c(OC)c5)ccc4c3)ccc2O)cc(OC)c1OC	106	105	100	68
68	Fc1ccc(Cn2cc(CSc3nc4ccccc4s3)nn2)c(F)c1	105	95	96	95
69	O=C(O)c1ccccc1C(=O)c1ccc(F)cc1	116	103	97	105
70	Cc1cc(C)c(S(=O)(=O)O)c(C)c1Nc1ccc(Nc2c(C)cc(C)c(S(=O)(=O)O)c2C)c2c1C(=O)c1ccccc1C2=O	120	95	90	108
71	CCN(CC)CCn1c(O)c(N=Nc2ccc(S(N)(=O)=O)cc2)c2cc(Cl)ccc21	82	131	74	79
72	C/C=C(/C(=C/C)c1ccc(O)cc1)c1ccc(O)cc1	-1.5*	50	59	48

entry	IGROV1	SK-OV-3	NCI/ADR-RES	DU-145
61	91	100	103	.
62	111	92	91	117
63	107	121	102	106
64	92	111	99	105
65	94	98	74	86
66	113	111	102	117
67	120	116	96	111
68	93	102	92	107
69	108	101	110	119
70	49	92	111	126
71	119	123	90	74
72	36	11	24	28

# Other records.
entry	SMILES	OVCAR-3	OVCAR-5	OVCAR-4	OVCAR-8
73	COc1cc(/C=C/C(=O)O)cc(OC)c1OC	109	98	.	103
74	COc1cccc(C(=O)N(c2ccc(F)cc2F)C(C(=O)NC(C)(C)C)c2cc3c(C)cc(C)cc3nc2Cl)c1 (stereo not drawn)	77	104	74	78
75	CN(C)S(=O)(=O)c1cccc(C(=O)Nc2sc3c(c2C(N)=O)CCC3)c1	113	103	86	71
76	O=C(N/N=C/c1ccoc1)c1[nH]c2ccc(Br)cc2c1-c1ccccc1	-46*	-100*	-87*	-48*
77	COC(=O)[C@H]1Cc2c([nH]c3ccccc23)[C@@H](c2cccs2)N1	111	102	102	104
78	Cc1ccc(/C=C2\SC(=O)N(Cc3cc4ccccc4nc3Cl)C2=O)c(C)c1	112	111	102	111
79	O=S(=O)(Oc1ccc(-c2ccc3sccc3c2)cc1)c1ccc(F)cc1	110	102	100	106
80	NC(=S)c1ccc(OCCCc2ccccc2)cc1	108	99	99	102
81	COc1cc(/C=C(\C)c2ccc3c(c2)OCO3)cc(OC)c1OC	103	94	94	96
82	COc1ccc([C@@H]2c3[nH]c4ccccc4c3C[C@H]3C(=O)N(C4CCN(CC5CCCCC5)CC4)CC(=O)N23)c(OC)c1	75	94	70	82
83	CC(=O)OC(C(=O)c1ccccc1)c1ccccc1 (stereo not drawn)	121	102	98	98
84	Cn1c(=O)c2cnn(C)c2n(C)c1=O	106	104	106	101

entry	IGROV1	SK-OV-3	NCI/ADR-RES	DU-145
73	106	97	96	102
74	87	73	85	80
75	51	100	92	115
76	-87*	-84*	-73*	-48*
77	101	102	106	106
78	110	108	99	105
79	104	107	96	104
80	105	98	119	104
81	87	94	81	.
82	60	86	77	81
83	105	94	107	111
84	103	103	93	110

# Next section:
entry	SMILES	OVCAR-3	OVCAR-5	OVCAR-4	OVCAR-8
85	COc1cc2c(c(OC)c1OC)-c1ccc(NNC(N)=S)c(=O)cc1[C@@H](NC(C)=O)CC2	-57*	32	23	6.3*
86	CC(C)N1CCc2nc3sc(C(=O)Nc4ccccc4)c(N)c3cc2C1	108	90	105	96
87	CC(=O)NC(C)C(=O)O (stereo not drawn)	115	112	114	120
88	Nc1ccc(Nc2ccc([N+](=O)[O-])c3nonc23)cc1	121	122	104	.
89	Cc1nn2c(-c3nc4cc(C)c(C)cc4[nH]3)c(-c3ccccc3)nc2s1	107	97	113	82
90	COc1ccc(Cn2cc(C(=O)Nc3cccnc3Nc3cc(OC)c(OC)c(OC)c3)nn2)cc1	107	108	100	97
91	COc1cc(Cn2cc(CNC(=O)c3cccnc3Nc3ccc(F)cc3)nn2)cc(OC)c1	108	103	44	68

entry	IGROV1	SK-OV-3	NCI/ADR-RES	DU-145
85	.	7.8*	87	-14*
86	100	113	100	110
87	135	111	103	130
88	120	119	104	106
89	80	100	88	103
90	96	113	99	101
91	85	72	89	92
